Screening results as filed in PubChem.
Lipid droplet = hepatic lipid droplet formation modulation; inhibition, % at 6.5 µM; AML12 mouse hepatocytes, oleate lipid droplets, BODIPY imaging; 240,000 compounds, 0.4% hits;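 active means lipid droplet intensity inhibited by at least 50%, with more than 500 cells counted; inconclusive means wells with under 300 cells, treated as cytotoxic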
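Assay system: AML12 mouse liver cells | Compound: 6.5 µM single-point dosing | Schedule: Overnight exposure | Technique: Fluorescence imaging, 20x objective, two fields per well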
CSM14.1 death rescue = rescue of cells from ER stress-induced death, primary screen, 384-well, CSM14.1, thapsigargin, ATP luminescence (AID 1222); CSM14.1 thapsigargin-induced death rescue, ATP luminescence; higher % means a stronger effect; cellular ATP content (survival), % at 20 µM, or EC50 in µM where a hit was titrated; 190,000 tested, under 10 active;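 active means EC50 below 50 µM in the dose-response confirmation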;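 further: death triggered by thapsigargin at about 15 µM added after 2 h compound pretreatment; cell ATP read after overnight thapsigargin exposure of roughly 18 to 22 hours; normalized against plate controls of thapsigargin alone and 5% DMSO vehicle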
Ins promoter up = MIN6 insulin promoter up-regulation; MIN6 insulin promoter-GFP reporter, high-content imaging; hits give high values; z-score at 5 µM; 190,000 compounds, 0.3% hits; AID 1625;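 active means z-score above 3 at 5 µM with at least 500 cells counted in the well; inconclusive means wells under 500 cells, flagged as cytotoxic or low count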
Ins promoter up cell count = recorded beside Ins promoter up, whose call it bears; cell count; measured here: cytotoxicity, nuclei count;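 total cells summed across four imaged fields per well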
Lipid droplet cells 6.5 µM = second read-out of Lipid droplet, no call of its own (marks repeat the call); cell count; measured here: cell count, cytotoxicity flag;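 cells counted across two imaged fields per well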
The depositor's hits bear a star; ? = inconclusive; . = no result given.

SMILES	Lipid droplet	Lipid droplet cells 6.5 µM	CSM14.1 death rescue	Ins promoter up	Ins promoter up cell count
Cc1ccc(CNC(=O)CCCn2nc(C)c3c(C)n(-c4ccccc4)nc3c2=O)cc1	2.0	706	.	.	.
O=C(NCC1CCCO1)c1cccc(Oc2ccc([N+](=O)[O-])cc2)c1 (stereo not given)	0.4	825	.	.	.
O=C(CN1C(=O)NC2(CCCC2)C1=O)Nc1cccc(C(F)(F)F)c1	-1.2	813	.	.	.
O=C1c2cccc3cccc(c23)C(=O)N1c1ccc(O)cc1	-3.2	736	.	.	.
CC1CN(C(=O)CCC(=O)NCc2ccccc2)c2cc(Cl)ccc2O1 (stereo not given)	0.4	781	.	.	.
O=C(NCCCc1ccccc1)C1CCC(=O)N(Cc2ccc(Cl)cc2)C1 (stereo not given)	-6.5	898	.	.	.
Nc1nc(NCCOCCO)nc(NCc2ccccc2)c1[N+](=O)[O-]	-1.8	836	.	.	.
COC(=O)c1sccc1NC(=O)Nc1ccc(C)cc1C	-9.8	823	.	.	.
COc1ccc(-c2cc(C(=O)Nc3ccc(C)c(N)c3)c3ccccc3n2)cc1	-25.9	893	.	.	.
COCCCNC(=O)Cn1cc(/C=C(\C#N)C(=O)NC2CC2)c2ccccc21	-0.7	784	.	.	.
O=C(CCCn1c(=S)[nH]c2ccc(Br)cc2c1=O)NCc1ccccn1	17.5	741	.	.	.
C=CCNC(=O)COC(=O)C1CCN(S(=O)(=O)c2ccc3c(c2)OCCO3)CC1	-6.7	750	.	.	.
Cc1ccc(OC(=O)c2ccc(Cl)c([N+](=O)[O-])c2)cn1	-0.8	843	.	.	.
COCCCN1C(=O)c2ccc(C(=O)NCCc3ccccc3)cc2C1=O	3.4	801	.	.	.
O=C(O)CSc1nc2sc3c(c2c(=O)n1Cc1ccccc1)CCCCC3	15.2	745	.	.	.
CCN(CC(=O)Nc1c(F)cccc1F)C(=O)c1ccc(=O)[nH]c1	6.8	661	.	.	.
C=CCNC(=O)NC(=O)CN1C(=O)NC(c2ccccc2)(c2ccccc2)C1=O	14.7	852	.	.	.
COc1ccccc1OCCOc1ccc(/C=C2\C(=N)N3N=C(S(C)(=O)=O)SC3=NC2=O)cc1	0.4	879	.	.	.
CCOc1ccc(CNC(=O)CCC(=O)n2ncc3ccc(Cl)cc32)cc1	-0.4	670	.	.	.
CCCCc1nc2cc(C(=O)N(C)C3CCOCC3)ccc2o1	-8.3	854	.	.	.
O=C(CCNC(=O)C1CCN(S(=O)(=O)c2ccccc2)CC1)NCc1cccc(Cl)c1	11.1	641	.	.	.
OCc1cc(Br)ccc1OCc1nc2ccccc2s1	-7.1	775	.	.	.
CS(=O)(=O)N(CC(=O)Nc1ccc(Br)cc1)C1CCCCC1	23.2	842	.	.	.
COc1ccc2oc(C(=O)OCC(=O)Nc3ccc(C(=O)N(C)C)cc3)c(C)c2c1	-5.4	866	.	.	.
CCOc1ccc(CCNc2nc3ccccc3n3c(C)nnc23)cc1OCC	-24.3	828	.	.	.
O=C(NCCN1CCCCC1)Nc1ccc(Br)cc1	13.1	795	.	.	.
O=C(Nc1ccc(Oc2cccnc2)cc1)C1CCCCN1Cc1ccc(CO)o1 (stereo not given)	0.6	824	.	.	.
O=C1Nc2ccccc2/C1=C/c1ccnc2ccccc12	-3.3	834	.	.	.
COC(=O)C(Cc1ccc(O)cc1)NC(=O)NC12CC3CC(CC(C3)C1)C2 (stereo not given)	-0.3	811	.	.	.
CC1CCC2CCCCC2N1C(=O)c1cc([N+](=O)[O-])cc([N+](=O)[O-])c1 (stereo not given)	-1.1	791	.	.	.
N/C(=N\OC(=O)CSc1ccccc1)c1ccccn1	16.8	680	.	.	.
COc1cccc(/C=C2\SC(=O)N(CC(=O)NC3CCS(=O)(=O)C3)C2=O)c1 (stereo not given)	0.7	674	.	.	.
COc1ccc(CCNCCN2CCOCC2)cc1	3.5	841	.	.	.
CCC(=NC)C1=C(O)CC(c2ccccc2)CC1=O (stereo not given)	-2.3	800	.	.	.
CCc1cccc(NC(=O)c2cccc3c2C(=O)N(C2CCCCC2)C3)c1	-11.0	817	.	.	.
COC(=O)C1=C(C(=O)OC)[C@@H]2N(Cc3ccccc3)c3ccccc3[C@@]23C[C@@H](C(=O)OC)N(C(=O)c2ccc(Br)cc2)C3=N1	-2.4	776	.	.	.
COc1ccccc1CNC(=O)C1CCC(CNS(=O)(=O)c2ccc(NC(C)=O)cc2)CC1 (stereo not given)	-3.6	743	.	.	.
CC(=O)Nc1ccc(NC2CCCCC2NS(=O)(=O)c2ccccc2)cc1 (stereo not given)	0.5	684	.	.	.
O=[N+]([O-])c1ccc(Cc2cncc(O)c2)cc1	3.2	765	.	.	.
COc1cc(NC(=O)Cn2cnc(S(=O)(=O)N3CCCCC3)c2)cc(OC)c1OC	-4.0	668	.	.	.
CC(C)(C)c1ccc(Cn2nnc3c(=O)[nH]c(C4CCCN(C(=O)c5ccco5)C4)nc32)cc1 (stereo not given)	8.7	845	.	.	.
COc1ccc(C(=O)CN2C(=O)NC3(CCc4ccccc43)C2=O)cc1 (stereo not given)	16.6	831	.	.	.
COc1ccc(CC(=O)NCC(=O)N/N=C/c2sccc2C)cc1	-0.1	803	.	.	.
COc1cc(CNC(C)c2ccccc2)cc(Br)c1OCc1ccccc1 (stereo not given)	-6.3	804	.	.	.
O=C(O)CNC1=NCCC1	.	.	-2.1%	0.35	1367

Ordered by SMILES length (falling): part of the list above.
SMILES	Lipid droplet	Lipid droplet cells 6.5 µM	CSM14.1 death rescue	Ins promoter up	Ins promoter up cell count
COc1ccccc1CNC(=O)C1CCC(CNS(=O)(=O)c2ccc(NC(C)=O)cc2)CC1 (stereo not given)	-3.6	743	.	.	.
COc1cccc(/C=C2\SC(=O)N(CC(=O)NC3CCS(=O)(=O)C3)C2=O)c1 (stereo not given)	0.7	674	.	.	.
COc1ccc(CC(=O)NCC(=O)N/N=C/c2sccc2C)cc1	-0.1	803	.	.	.
O=[N+]([O-])c1ccc(Cc2cncc(O)c2)cc1	3.2	765	.	.	.
COc1ccc(CCNCCN2CCOCC2)cc1	3.5	841	.	.	.

In another format: entries from further up.
Screens in order: Lipid droplet, Lipid droplet cells 6.5 µM, CSM14.1 death rescue, Ins promoter up, Ins promoter up cell count
COc1ccc(CCNCCN2CCOCC2)cc1
  3.5, 841, ., ., .
CCC(=NC)C1=C(O)CC(c2ccccc2)CC1=O (stereo not given)
  -2.3, 800, ., ., .
CCc1cccc(NC(=O)c2cccc3c2C(=O)N(C2CCCCC2)C3)c1
  -11.0, 817, ., ., .
COC(=O)C1=C(C(=O)OC)[C@@H]2N(Cc3ccccc3)c3ccccc3[C@@]23C[C@@H](C(=O)OC)N(C(=O)c2ccc(Br)cc2)C3=N1
  -2.4, 776, ., ., .
COc1ccccc1CNC(=O)C1CCC(CNS(=O)(=O)c2ccc(NC(C)=O)cc2)CC1 (stereo not given)
  -3.6, 743, ., ., .

Later entries
SMILES	Lipid droplet	Lipid droplet cells 6.5 µM	CSM14.1 death rescue	Ins promoter up	Ins promoter up cell count
Cc1ccc(C2C(C(=O)c3sc(C)nc3C)=C(O)C(=O)N2CCCN(C)C)o1 (stereo not given)	.	.	-1.6%	0.2	1085
Clc1cccc(-c2nn3c(COc4ccccc4)nnc3s2)c1	.	.	0.4%	-0.51	1332
CSc1nnc2c(n1)OC(C1CC=C(C)CC1)Nc1ccccc1-2 (stereo not given)	.	.	-0.6%	0.67	1241
COc1ccccc1NC(=O)CCN1CCN(CCC(=O)Nc2ccccc2OC)CC1	.	.	-1.7%	0.49	1322
O=C1NCCCC1C(=O)N1CCN(C(=O)C2CCCNC2=O)CC1 (stereo not given)	.	.	-1.6%	1.11	1459
Cc1ccc(C(=O)C2=C(O)C(=O)N(c3ncccn3)C2c2cccc(Cl)c2)o1 (stereo not given)	.	.	-0.5%	0.17	1025
COc1cc(C2C(C(=O)c3sc(C)nc3C)=C(O)C(=O)N2CCN(C)C)cc(OC)c1OC (stereo not given)	.	.	-2.6%	-0.15	1368
COc1ccc2nc(NC3=NCN(CC4CCCO4)CN3)nc(C)c2c1 (stereo not given)	.	.	-2.3%	-0.49	1543
CCCn1c(=O)c2ccccc2n2c(SCC(=O)c3cc(C)n(CCOC)c3C)nnc12	.	.	-0.1%	-0.3	1104
CCn1c(=O)c(C2=NS(=O)(=O)c3ccccc3N2)c(O)c2ccccc21	.	.	0.6%	0.89	1048
COC(=O)c1ccc(OC(=O)c2ccc(OCc3c(C)noc3C)c(OC)c2)cc1	.	.	0.3%	0.86	1264
Cc1ccc2c(c1)[nH]c1c(N3CCN(Cc4ccc5c(c4)OCO5)CC3)ncnc12	.	.	2.1%	?	.
COc1ccc(S(=O)(=O)N2CCN(c3ncnc4c(-c5ccccc5)nsc34)CC2)cc1	.	.	-2.0%	-3.2	1157
COc1ccccc1-c1nn2c(-c3ccc(C(C)(C)C)cc3)nnc2s1	.	.	-2.5%	0.35	1916
COC(=O)c1ccc(-c2nc3ccccc3o2)cc1	.	.	2.1%	0.41	1271

No new results follow: entries from further up.
SMILES	Lipid droplet	Lipid droplet cells 6.5 µM	CSM14.1 death rescue	Ins promoter up	Ins promoter up cell count
CCN(CC(=O)Nc1c(F)cccc1F)C(=O)c1ccc(=O)[nH]c1	6.8	661	.	.	.
C=CCNC(=O)NC(=O)CN1C(=O)NC(c2ccccc2)(c2ccccc2)C1=O	14.7	852	.	.	.

(continued)
SMILES	Lipid droplet	Lipid droplet cells 6.5 µM	CSM14.1 death rescue	Ins promoter up	Ins promoter up cell count
CCC(C)n1c(C)nc2c(c1=O)c1nc3ccccc3nc1n2-c1ccc2c(c1)OCCO2 (stereo not given)	.	.	0.2%	0.25	1133
Cc1ccc2c(COC(=O)c3cnc(C)cn3)cc(=O)oc2c1	.	.	-2.9%	0.44	1220
COc1ccc(N2CCn3c2nc2c3c(=O)n(CCc3ccccc3)c(=O)n2C)cc1	.	.	0.0%	-0.75	1322
Cc1nn(-c2ccccc2)c2sc(C(=O)C(C#N)c3ccccn3)cc12 (stereo not given)	.	.	2.3%	-0.67	1299
CCN(CC)c1ccc2cc(C(=O)Nc3cccnc3N3CCOCC3)c(=O)oc2c1	.	.	-2.4%	0.44	1224
Cn1c(=O)c2c(nc(NCCCN3CCOCC3)n2Cc2ccc(Cl)cc2Cl)n(C)c1=O	.	.	1.4%	-0.86	1124
CCOC(=O)Cc1csc(NC(=O)c2c(O)c3ccccc3n(C)c2=O)n1	.	.	0.9%	0.28	1152
CCOC(=O)c1cnc(-n2nc(C)cc2C)nc1Nc1ccc2c(c1)OCO2	.	.	-1.2%	-0.1	1014
O=P(O)(CCCCP(=O)(O)CCc1ccccc1)CCc1ccccc1	.	.	-0.8%	0.26	1152
Cc1cc2ccccc2n2c(SCC(=O)N3CCN(C(=O)c4ccco4)CC3)nnc12	.	.	-1.8%	0.79	1009
COc1cc2cc(CN(Cc3nnnn3C3CCCC3)C3CCCC3)c(=O)[nH]c2cc1OC	.	.	-1.4%	-2.19	683
CCN1CCC(C(=O)NC2CCCC2)(N(Cc2cccs2)C(=O)Cn2nnc3ccccc32)CC1	.	.	1.2%	0.03	1127
O=c1nc2n(c3ccccc13)Cc1ccccc1-2	.	.	-1.1%	-0.35	1284
CCn1c(=N)c(C(=O)OC)cc2c(=O)n3ccccc3nc21	.	.	-0.1%	0.88	1222

Not all compounds are listed; count on the stated rates, not on these rows.
